High-throughput results deposited in PubChem BioAssay by National Center for Advancing Translational Sciences (NCATS).
Pf growth 48h – Primary qHTS for delayed death inhibitors of the malarial parasite plastid, 48 hour incubation | P. falciparum luciferase growth in erythrocytes, 48 h | Potency, µM (titrated, usually from 28.7 µM), without a hit: at the highest dose activity change, negative = inhibition, actives largely listed as inhibitors | 310,000 compounds, 5.9% hits; note: potency is the fitted concentration of half-maximal effect; % is set by controls: 0 for no effect and ±100 for the full control effect
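Luciferase-expressing parasites in RBCs, 2% Hct / 0.1% parasitemia final; RPMI 1640 + 0.5% Albumax; 37 C, 5% CO2, one generation; luminescence read-out, lower signal = inhibition.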
CHX counter – Cycloheximide Counterscreen for Small Molecule Inhibitors of Shiga Toxin. 300,000 compounds, 12% hits. max response, %. cell reporter, cycloheximide protein synthesis inhibition counterscreen; in the data active = max response mostly above about 13%, no sharp cut-off; inactive = mostly below about 14%; note: read at 38.3 µM for the half of the compounds with a filed dose; 0% is about no effect
Pf growth 96h – Primary qHTS for delayed death inhibitors of the malarial parasite plastid, 96 hour incubation; P. falciparum luciferase reporter growth, 96 h; Potency, µM (top dose mostly 28.7 µM), for the others: at the top dose activity change, negative = inhibition, usual class: inhibitors; 320,000 compounds, 6.9% hits; AID 504834, 2011; note: potency is the fitted concentration of half-maximal effect; % is set by controls: 0 for no effect and ±100 for the full control effect
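Parasite growth measured via integrated firefly luciferase reporter in P. falciparum. Infected erythrocytes at 2% hematocrit, 0.05% parasitemia final were treated 96 hours at 37 C under 5% CO2, and luminescence was read.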
LmPK inh – qHTS Assay for Inhibitors of Leishmania Mexicana Pyruvate Kinase (LmPK); purified LmPK, Kinase-Glo ATP luminescence, 1 h; Potency, µM (titrated, usually from 57.5 µM), for the others: top-dose activity change, negative = inhibition, hits mostly inhibitors; 290,000 compounds, 0.37% hits; AID 1721, 2009; note: potency is the fitted concentration of half-maximal effect; % is set by controls: 0 for no effect and ±100 for the full control effect
Target sequence (Q27686 whole entry, looked up): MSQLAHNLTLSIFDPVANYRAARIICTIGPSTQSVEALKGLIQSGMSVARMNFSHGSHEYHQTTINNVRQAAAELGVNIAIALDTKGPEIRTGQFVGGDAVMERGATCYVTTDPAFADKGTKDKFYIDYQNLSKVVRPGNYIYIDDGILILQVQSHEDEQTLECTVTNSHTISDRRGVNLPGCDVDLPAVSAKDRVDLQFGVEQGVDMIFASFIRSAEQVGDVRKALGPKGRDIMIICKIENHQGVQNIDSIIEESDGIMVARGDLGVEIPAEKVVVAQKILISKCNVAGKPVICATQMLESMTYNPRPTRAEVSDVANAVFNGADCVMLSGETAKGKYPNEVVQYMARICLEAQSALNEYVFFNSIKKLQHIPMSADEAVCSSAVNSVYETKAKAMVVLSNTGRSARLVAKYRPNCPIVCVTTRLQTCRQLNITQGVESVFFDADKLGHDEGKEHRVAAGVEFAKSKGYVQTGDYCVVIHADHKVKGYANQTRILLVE
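0.1 nM LmPK, 0.5 mM PEP, 0.1 mM ADP; 50 mM imidazole pH 7.2, 7 mM MgCl2, 50 mM KCl; 1 h RT. Kinase-Glo luminescence readout, normalized to no-enzyme (full inhibition) and uninhibited wells.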
Shiga toxin inh – A qHTS for Small Molecule Inhibitors of Shiga Toxin; inhibition, % at 38.7 µM; Vero cells, Shiga toxin protein synthesis inhibition reporter; 290,000 compounds, 9.2% hits; in the data active = inhibition mostly above about 28%, no sharp cut-off; inactive = mostly below about 43%; note: 0% is about no effect
AmpC no deterg – qHTS Inhibitors of AmpC Beta-Lactamase (assay without detergent); 330,000 compounds, 0.52% hits; AmpC nitrocefin hydrolysis, absorbance 480 nm, 0.0001% Triton; AID 485341, 2010; Potency, µM (series often up to 57.1 µM), for inactives: at the top dose activity change, negative = inhibition, actives largely listed as inhibitors;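 note: potency is the fitted concentration of half-maximal effect; plate controls were no compound for no effect and no enzyme for full effect; nearly all actives have a fitted effect of over 20% in size; some results filed as inactive show a strong effect at the top dose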
Target sequence (P00811 whole entry, looked up): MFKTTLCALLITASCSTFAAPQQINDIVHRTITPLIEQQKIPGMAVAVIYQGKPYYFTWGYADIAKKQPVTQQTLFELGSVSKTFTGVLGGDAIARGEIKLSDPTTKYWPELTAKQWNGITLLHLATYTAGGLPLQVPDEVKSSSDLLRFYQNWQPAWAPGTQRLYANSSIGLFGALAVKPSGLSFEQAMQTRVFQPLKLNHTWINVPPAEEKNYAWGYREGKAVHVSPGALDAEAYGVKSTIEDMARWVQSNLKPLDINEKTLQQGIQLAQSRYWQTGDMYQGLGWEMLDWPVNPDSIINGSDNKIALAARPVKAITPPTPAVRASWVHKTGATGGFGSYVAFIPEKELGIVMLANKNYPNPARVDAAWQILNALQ
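AmpC (5.3 nM in the dispensed reagent) in 20 mM phosphate pH 7.0 with 0.01% (detergent screen) or 0.0001% Triton X-100 was preincubated with compounds for 15 min at room temperature. Nitrocefin was then added from an 800 uM solution, and hydrolysis was followed at 480 nm.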
TbPYK inhibitor – qHTS of Trypanosoma Brucei Inhibitors; TbPYK enzyme, Kinase-Glo Plus ATP luminescence, 45 min; 410,000 compounds, 0.12% hits; pyruvate kinase (Trypanosoma brucei), Q57TT1; Potency, µM (highest dose often 76.8 µM), without a hit: at the highest dose activity, negative = inhibition, actives largely listed as inhibitors; note: potency is the fitted concentration of half-maximal effect; % is set by controls: 0 for no effect and ±100 for the full control effect; nearly all actives have a fitted effect of over 50% in size
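Screened from lowest to highest concentration, compounds were pinned into TbPYK/substrate mixtures, and ADP (130 uM final) was added. Plates sat at room temperature for 45 min prior to Kinase-Glo Plus detection by luminescence.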
The depositor's hits bear a star; i = inactive; u = inconclusive; x = not tested or not shown; & = joins results of further samples; [ ] = remark or other dose. Unless noted, calls come from the whole dose curve; as a rule, active = well fitted curve in the direction sought with a large enough effect; inconclusive = small, poorly fitted or top-dose-only effect, or another doubt; inactive = no such curve, though single readings can be large; an effect the other way counts as inactive or inconclusive.

no.	SMILES	Pf growth 48h	CHX counter	Pf growth 96h	LmPK inh	Shiga toxin inh	AmpC no deterg	TbPYK inhibitor
1	CSc1nc2ccc(NS(=O)(=O)c3c(Cl)cccc3Cl)cc2s1	-14.4%	5.1	-0.4%	1.7%	8.6	-19.1%	-0.6%
2	CCOc1ccc(NC(=O)CN2C(=O)CSC2=O)cc1	11.9%	15.4*	u	-14.3%	79.2*	-12.9%	-1.5%
3	O=C(Cc1c(Cl)cccc1Cl)NC1=NCCS1	37.9%	4.6	-14.0%	1.3%	-4.3	-20.9%[11.4 µM]	x
4	Oc1ccc(N2CCN(c3ncnc4sc(-c5ccccc5)cc34)CC2)cc1	u	5.7	14.7µM*	-3.6%	15.9	-5.8%	-17.7%
5	CCN(CC)S(=O)(=O)c1ccc(/C=C/C(=O)O)cc1	16.4%	-2.9	2.7%	-2.2%	17.6	-21.1%	3.5%
6	Cc1ccc(C2(C)NC(=O)N(CC(=O)NCc3cccs3)C2=O)cc1 (stereo not given)	-27.2%	-0.6	3.3%	-1.0%	-9.5	0.7%	-10.7%
7	Cc1nc2ncnn2c(C)c1CCC(=O)N1CCN(C(=O)c2ccco2)CC1	1.7%	-1.8	37.0%[activator]	-1.9%	1.7	-18.2%	1.1%
8	CC1CCc2c(sc3nc(CN4CCOCC4)nc(N4CCc5ccccc5C4)c23)C1 (stereo not given)	13.1µM*	1.3	4.65µM*	-2.8%	-2.2	67.6%[activator]	-8.9%
9	COC(=O)c1c(NC(=O)CN2C(=O)C(=O)N(CC(C)C)C2=O)sc(C)c1C	4.1%	-3.7	u	-10.1%	-16.6	-40.3%	-10.5%
10	COC(=O)C1=C(O)/C(=C/c2cccc(OC)c2O)N=C1C	72.0%[activator]	29.2*	38.2%[activator]	25.1µM*	46.9*	-0.2%	-24.0%
11	COc1cc(OC)c2c(-c3cccc(-c4ccc(OC)c(F)c4)c3)cc(=O)oc2c1	x	20.1	x	x	i	0.8%	-0.5%
12	O=C(CCCOc1ccccc1)Nc1ccc(S(=O)(=O)N2CCOCC2)cc1	11.7µM*	-3.9	u	4.8%	38.3	-3.7%	-5.7%
13	COC(=O)CSc1nc(N)c2c3c(sc2n1)C(c1ccccc1)SC(c1ccccc1)C3 (stereo not given)	u	9.5	0.0%	-6.9%	10.3	-23.3%	-14.2%
14	CSc1nnc(C)c(=O)n1COC(=O)/C=C/c1ccccc1	2.0%	0.6	u	3.5%	-2.8	9.4%	-4.9%
15	CCOc1ccc(CCNC(=O)COC(=O)c2cccnc2OCC)cc1OCC	15.0%	4.2	-2.6%[5.75 µM]	-2.4%	16.8	0.0%	5.6%
16	Cc1ccc(/C=C(\C#N)C(=O)NCCN2CCOCC2)cc1	u	-8.9	13.7%	0.4%	-8.4	6.7%	-6.5%
17	Cc1ccc(OCC(=O)N2N=C(c3ccc(Cl)cc3)CC2c2ccco2)c([N+](=O)[O-])n1 (stereo not given)	u	8.2	u	-12.6%	40.2	23.7%	-2.8%
18	Nc1nc(-n2cnnc2)nn1-c1ccccc1	6.9%	-1.9	1.7%	-0.7%	8.5	-20.3%	-1.0%
19	O=C(Nc1ccc(-c2nc3ccccc3o2)cc1)c1cccnc1	126.5%[activator]	43.8*	112.3%[activator]	0.9%	114.8*	-4.2%	-1.5%
20	O=C(COc1ccccc1)Nc1cc(S(=O)(=O)N2CCOCC2)ccc1N1CCCC1	u	x	u	x	x	32.7%	0.2%
21	O=C(COc1cc(O)c2c(=O)c3ccccc3oc2c1)OCc1ccccc1	-6.5%	-3.3	35.6%[activator]	-1.5%	2.7	-3.8%	1.5%
22	CCOC(=O)C1=C(C)N=C2SC(C)C(=O)N2C1c1cccc(F)c1 (stereo not given)	x	-11.0	u	1.8%	-13.3	-43.7%	-12.1%
23	COC(=O)Cn1c2ccccc2c2nc3ccccc3nc21	11.6%	8.3	-15.5%	-3.1%	25.5	-11.0%	-12.2%
24	COc1cc(OC)cc(C(=O)NC(C(=O)O)C23CC4CC(CC(C4)C2)C3)c1 (stereo not given)	-18.5%	6.0	2.1%	5.2%	-13.6	-23.4%	-4.8%
25	COc1ccc(C2=NOC(Cn3nc(-c4ccccc4)cc3C(=O)O)C2)cc1 (stereo not given)	22.0%	x	40.3%[activator]	x	x	-11.9%	-1.6%
26	CC1(C)CC(=O)C/C(=N/Nc2nc3ccccc3s2)C1	u	40.1*	u	-0.2%	43.4*	-29.3%[11.4 µM]	-10.9%
27	O=C(c1nn(Cc2ccccc2)c(=O)c2ccccc12)N1CCN(C/C=C/c2ccccc2)CC1	11.7µM*	-4.2	7.38µM*	-0.2%	18.0	25.9%	-1.3%
28	CC(=O)c1ccc(OCc2cc(C(=O)N(C)Cc3cc(C)no3)no2)cc1	12.6%	33.5*	16.1%	-6.9%	39.0*	24.3%	0.0%
29	COc1ccc(OCc2cc(C(=O)N3CCCCCC3)no2)c(Cl)c1	33.2%[activator]	46.8*	14.9%	-12.2%	67.7*	22.2%	-1.7%
30	O=C(CN1C(=O)NC(Cc2c[nH]c3ccccc23)C1=O)Nc1cccc(S(=O)(=O)N2CCCC2)c1 (stereo not given)	-9.6%	1.3	-157.5%[5.75 µM]	-2.9%	17.6	3.4%[2.29 µM]	-25.4%
31	COc1ccc(-c2nn(-c3ccccc3)cc2C(=O)O)cc1OC	x	16.6	37.3%[activator]	9.8%	17.2	-9.1%	8.0%
32	CCCOc1ccc(C2C(C(=O)c3ccco3)=C(O)C(=O)N2CCCn2ccnc2)cc1 (stereo not given)	16.5%	22.6	u	0.1%	38.1	-0.7%	-2.1%
33	COC(=O)Nc1ccc(S(=O)(=O)N(C)C)cc1	-4.1%	-2.7	x	1.8%	15.2	x	-1.7%
34	COc1cc(C(=O)N2CCN(C)CC2)cc(OC)c1OC	10.3%	-1.5	3.2%	-0.3%	-8.5	-12.9%	3.8%
35	COc1cc(C(=O)Nc2ccc(F)cc2Cl)ccc1OCC(=O)N1CCOCC1	31.8%[activator]	x	1.9%	x	x	-5.4%	0.5%
36	CCOC(=O)COc1ccc(S(=O)(=O)N2CCN(c3ccc(OC)cc3)CC2)cc1	-14.2%	2.3	3.0%	3.9%	-16.8	27.1%	-18.5%
37	O=C(Nc1cccc(Cl)c1)c1nc[nH]c1C(=O)NCc1ccccc1	u	x	u	x	x	-12.5%	1.2%
38	COc1ccc(C2C(C(=O)c3ccco3)=C(O)C(=O)N2CC2CCCO2)c(OC)c1 (stereo not given)	4.2%	2.4	-20.3%	-2.1%	-7.5	-11.1%	-0.6%
39	Cc1ccc(Oc2ccc(S(=O)(=O)N3CCOCC3)cc2C(N)=O)c(-n2nc3ccccc3n2)c1	u	-5.8	u	-0.5%	-5.1	50.9%	-4.5%
40	O=C(CSc1nnc(-c2ccc3c(c2)OCO3)o1)Nc1ncc(C(F)(F)F)cc1Cl	15.5%	-1.0	1.1%	-0.4%	-2.8	-26.1%	-6.8%
41	CCOc1ccc(NC(=O)CN(C)C(=O)C2CC(=O)N(CCc3ccccc3)C2)cc1OCC (stereo not given)	-8.8%	x	-12.8%	x	x	100.4%[activator]	4.1%
42	CCCc1ccc(-c2csc(NC(=O)C3=COCCO3)n2)cc1	139.4%[activator]	x	221.5%[activator]	x	x	-10.1%	0.0%
43	O=C(NCCNC(=O)c1ccco1)c1ccc(Cl)c(Cl)c1	-23.5%	-0.7	5.8%	-2.8%	-13.6	0.3%	-1.0%
44	CCCCCC(=O)Nc1cc(S(=O)(=O)N2CCCCC2)ccc1N1CCOCC1	13.1µM*	-3.1	u	-1.0%	-1.4	81.9%[activator]	-1.7%
45	Cc1nn(CC(=O)c2ccc(Cl)s2)c(C)c1[N+](=O)[O-]	7.0%	18.0	5.4%	-11.0%	19.6	-44.7%	5.2%
46	CCOc1cccc(C(=O)Nc2cc(C)ccc2NC(=O)c2ccco2)c1	-0.4%	1.1	u	0.2%	-4.9	-30.4%	7.7%
47	COc1ccc(Cl)cc1NC(=O)CC(C)=O	u	-1.3	0.0%	1.7%	-2.5	0.0%	-8.9%
48	COCCN(C(=O)c1cc(S(=O)(=O)N2CCCCC2)ccc1Cl)c1c(N)n(CC(C)C)c(=O)[nH]c1=O	-20.5%	x	5.9%	x	x	9.0%	0.5%
49	COc1ccc(NC(=O)CSc2nc(=O)n(CCN3CCOCC3)c3c2CCCC3)c(OC)c1	-15.1%	x	u	x	x	214.3%[activator]	5.3%
50	CCCc1ccc(C(=O)[C@@H]2[C@@H](C(C)=O)N3c4ccc(F)cc4C=C[C@@H]3[C@@]23C(=O)Nc2ccccc23)cc1	u	-1.5	u	-2.4%	-4.0	4.2%	2.7%

Compound profiles (already shown). Order of screens: Pf growth 48h	CHX counter	Pf growth 96h	LmPK inh	Shiga toxin inh	AmpC no deterg	TbPYK inhibitor
Results for `COc1ccc(NC(=O)CSc2nc(=O)n(CCN3CCOCC3)c3c2CCCC3)c(OC)c1` = -15.1%	x	u	x	x	214.3%[activator]	5.3%
Results for `CCOc1cccc(C(=O)Nc2cc(C)ccc2NC(=O)c2ccco2)c1` = -0.4%	1.1	u	0.2%	-4.9	-30.4%	7.7%

Other entries follow.
no.	SMILES	Pf growth 48h	CHX counter	Pf growth 96h	LmPK inh	Shiga toxin inh	AmpC no deterg	TbPYK inhibitor
51	CC(C)CC(=O)Nc1nnc(S(=O)(=O)N2c3ccccc3CC2C)s1 (stereo not given)	52.9%[activator]	-1.1	9.28µM*	1.6%	-4.9	-25.4%	0.8%&0.3%
52	COc1ccc(OCC(=O)NCCC2=CCCCC2)c([N+](=O)[O-])c1	-19.6%	5.5	6.0%	4.3%	-5.3	64.7%[activator]	-15.0%
53	COc1ccc(C(=O)N/N=C/c2c(C)[nH]c(=O)[nH]c2=O)cc1	0.7%	-1.7	20.9%	-0.3%	13.5	-16.6%	0.5%
54	Cc1ccccc1NS(=O)(=O)c1ccc(NC(=O)c2ccco2)cc1	-6.6%	-2.7	3.3%	5.2%	21.9	-19.2%	4.5%
55	COc1cc2[nH]c(=O)n(Cc3ccc(C(=O)N4CCC(N5CCCCC5)CC4)cc3)c(=O)c2cc1OC	-33.0%	-3.2	-3.1%	-4.0%	13.2	36.5%	-8.2%
56	N#Cc1c2ccc([N+](=O)[O-])cc2[n+]([O-])n1-c1ccccc1	11.7µM*	x	10.4µM*	x	x	-18.2%	x
57	COc1ccccc1N1CCN(C(=O)c2cc(=O)c3cc(C)ccc3o2)CC1	u	-2.8	-5.4%	3.8%	19.1	124.9%[activator]	-1.1%
58	CCCN(CCC)C(=O)CSc1nc2ccsc2c(=O)n1NC(=O)c1ccccc1	76.9%[activator]	19.1*	222.0%[activator]	2.9%	31.8	-42.5%	-8.8%
59	CCCCOc1ccc(C(=O)NCC2(c3ccccc3)CCOCC2)cc1	u	4.2	10.4µM*	3.1%	-5.4	51.5%	0.9%
60	C/C(=N/NC(=O)c1ccoc1C)c1cccc(NC(=O)C(F)(F)F)c1	70.7%[activator]	59.4*	57.6%[activator]	-5.8%	104.5*	4.7%	-0.1%
